Assay outcomes (PubChem BioAssay)
a7 integrin act: integrin-mediated muscular dystrophy alleviation activation | hit rate 0.064% among 350,000 | Potency, µM (series often up to 38.3 µM), for the others: top-dose activation, usual class: activators | alpha7betagal myoblasts, beta-gal FDG fluorescence, 48 h;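 further: potency means the concentration at half of the fitted maximal effect; 100% = response of the positive control SU9516; nearly all actives have a fitted effect of over 60% in size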
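alpha7betagal+/- myoblasts (passage 13, 250/well) treated 48 h at 37C with compounds at 1:260 dilution of DMSO stock. Lysed, then beta-galactosidase activity read as FDG fluorescence (ex 480/em 540) after 30 min, with pre-read for autofluorescence.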
S-ASM inh: inhibitors of human secretory acid sphingomyelinase | placental ASM, HMU-PC fluorogenic substrate, 60 min | Potency, µM (top dose mostly 57.5 µM), inactives show at the top dose activity change, negative = inhibition, actives largely listed as inhibitors | hit rate 0.006% among 340,000 | AID 504937; further: potency means the concentration at half of the fitted maximal effect
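Fluorescence read-out (Ex 386 nm, Em 447 nm) after stopping the reaction at pH 10. Enzyme: ASM from human placenta; substrate HMU-PC0, 9 uM final; 60 min, 37 °C. Compound preincubation 10 min, ambient temperature.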
USP2a block: inhibitors of human ubiquitin-specific protease USP2a. O75604. USP2 core, Ub-CHOP2 coupled fluorogenic reporter, 485/531. Potency, µM (highest dose often 38.3 µM), for inactives: at the highest dose activity change, negative = inhibition, actives largely listed as inhibitors. hit rate 0.01% among 330,000. AID 463254;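 further: potency means the concentration at half of the fitted maximal effect; plate controls were DMSO wells for no effect and full inhibition by NEM control for full effect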
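Cell-free coupled assay: 10nM USP2 core preincubated 30min RT with compound in Tris-HCl pH 8.0/CaCl2/CHAPS buffer, then 25nM Ub-CHOP2 and 25nM reporter substrate; fluorescence (Ex 485/Em 531) read after 60min RT, normalized to NEM inhibition, concentration-response curves fitted.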
B2AR arrestin: recruits beta-arrestin to the human beta2-adrenergic receptor. hit rate 0.02% among 330,000. Potency, µM (titrated, usually from 46.1 µM), for inactives: top-dose activation, hits mostly activators. beta-arrestin recruitment to beta2AR, cell-based reporter;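 further: potency means the concentration at half of the fitted maximal effect; 0% = DMSO controls and full agonism = EC100 isoproterenol or metaproterenol; nearly all actives have a fitted effect of over 65% in size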
BRCA1 expr up: increases BRCA1 expression; MCF7-BRCA1-FFLuc reporter, luminescence, 48 h; response scale: scaled: vehicle 0%, 10 µM genistein 100%; hit rate 1.1% among 380,000; Potency, µM (doses to about 46.1 µM), for inactives: top-dose activation, usual class: activators; further: potency means the concentration at half of the fitted maximal effect; nearly all actives have a fitted effect of over 80% in size; some results filed as inactive show a strong effect at the top dose
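MCF7 cells carrying a BRCA1-firefly luciferase reporter (2000 cells/well, phenol-red free MEM) were attached for 2 h at 37 °C, then given compounds for 48 h. Luminescence was read 15 min after luciferase reagent; activity normalized to genistein (10 microM) and DMSO.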
p53 reactivator: re-activators of mutant p53; H1299 p53-A138V BP100-luciferase reporter, luminescence, 24 h; Potency, µM (titrated, usually from 92.2 µM), for inactives: top-dose activity change, positive = activation, usual class: activators; hit rate 0.063% among 320,000; further: potency means the concentration at half of the fitted maximal effect; % of control where 0% means no effect; nearly all actives have a fitted effect of over 45% in size
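p53-null H1299 cells stably carrying temperature-sensitive p53-A138V and a BP100-luciferase reporter were pinned with compounds (4-point, 1:5 series) and held 24 hrs at 37 deg C. Luminescence was read 10 min after detection reagent.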
TSG101-PTAP inh: blocks PTAP/TSG101 interaction to inhibit HIV-1 budding; Q99816; Fluorescence polarization, FITC-PTAP peptide / Tsg101 binding; Potency, µM (titrated, usually from 115 µM), inactives show at the highest dose activity change, negative = inhibition, hits mostly inhibitors; 340,000 tested, under 10 active; active means well fitted inhibition curve with a large enough effect in the main read-out, with a control signal flat, not every such curve was filed as active; inconclusive means small, poorly fitted or top-dose-only effect, or effect the other way, or a change in a side signal; inactive means no such curve, though single readings can be large or run the other way; further: potency means the concentration at half of the fitted maximal effect; % of control where 0% means no effect
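Steps: Tsg101 binding domain dispensed (10 uM final), compounds pinned in DMSO, FITC-labeled PTAP-motif peptide added (50 nM final); after 20 min binding at room temperature, polarization measured.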
ELG1 genotoxic: induces genotoxicity in HEK293T cells with luciferase-tagged ELG1 | HEK293T ELG1-luciferase reporter, luminescence, 16 h | hit rate 1.3% among 330,000 | Potency, µM (top dose mostly 46 µM), without a hit: top-dose activity change, positive = activation, usual class: activators | AID 504466; further: potency means the concentration at half of the fitted maximal effect; % of control where 0% means no effect; nearly all actives have a fitted effect of over 60% in size
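Quantitative HTS format in 1536-well plates. HEK293T ELG1-luciferase reporter cells receive test compound and are incubated 16 hr at 37 °C, 5% CO2; ONE-Glo added, 30 min room temperature, then luminescence read.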
Eya2 phos inh: inhibitors of human Eya2 phosphatase activity. hit rate 0.006% among 330,000. O00167. Potency, µM (top dose mostly 76.9 µM), for the others: at the top dose activity, negative = inhibition, actives largely listed as inhibitors. recombinant Eya2, OMFP fluorescence dephosphorylation (OMFP is methylfluorescein phosphate); further: potency means the concentration at half of the fitted maximal effect; on the % scale 0 is the no-effect control and ±100 the full control effect
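Eya2 protein (added as 0.2 uM solution) was preincubated with compound for 10 min at ambient temperature in 50 mM HEPES pH 7.5, 50 mM NaCl, 5 uM MgCl2, 0.05% BSA, 1 mM DTT. OMFP (added at 50 uM) then reacted 10 min; fluorescence read at 485/525 nm.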
uPA surface inh: cell surface uPA generation inhibition; cell surface uPA generation assay, qHTS; hit rate 0.31% among 330,000; AID 540303; Potency, µM (doses to about 38.3 µM), for inactives: at the top dose activity change, negative = inhibition, actives largely listed as inhibitors; active means well fitted inhibition curve with a large enough effect; inconclusive means small, poorly fitted or top-dose-only effect; inactive means no such curve, though single readings can be large or run the other way; tested in mouse RAW 264.7 cells; further: potency means the concentration at half of the fitted maximal effect; on the % scale 0 is the no-effect control and ±100 the full control effect; nearly all actives have a fitted effect of over 55% in size
TRPV1 ag: human TRPV1 agonism. Q8NER1. TRPV1-expressing cells, Fluo-8 calcium influx, agonist mode. activation, % at 8.33 µM. hit rate 0.19% among 320,000. AID 540275; in the data active means activation above about 80%; inconclusive means between about 30% and that limit; further: 0% is about no effect
Target sequence (Q8NER1 whole entry, looked up): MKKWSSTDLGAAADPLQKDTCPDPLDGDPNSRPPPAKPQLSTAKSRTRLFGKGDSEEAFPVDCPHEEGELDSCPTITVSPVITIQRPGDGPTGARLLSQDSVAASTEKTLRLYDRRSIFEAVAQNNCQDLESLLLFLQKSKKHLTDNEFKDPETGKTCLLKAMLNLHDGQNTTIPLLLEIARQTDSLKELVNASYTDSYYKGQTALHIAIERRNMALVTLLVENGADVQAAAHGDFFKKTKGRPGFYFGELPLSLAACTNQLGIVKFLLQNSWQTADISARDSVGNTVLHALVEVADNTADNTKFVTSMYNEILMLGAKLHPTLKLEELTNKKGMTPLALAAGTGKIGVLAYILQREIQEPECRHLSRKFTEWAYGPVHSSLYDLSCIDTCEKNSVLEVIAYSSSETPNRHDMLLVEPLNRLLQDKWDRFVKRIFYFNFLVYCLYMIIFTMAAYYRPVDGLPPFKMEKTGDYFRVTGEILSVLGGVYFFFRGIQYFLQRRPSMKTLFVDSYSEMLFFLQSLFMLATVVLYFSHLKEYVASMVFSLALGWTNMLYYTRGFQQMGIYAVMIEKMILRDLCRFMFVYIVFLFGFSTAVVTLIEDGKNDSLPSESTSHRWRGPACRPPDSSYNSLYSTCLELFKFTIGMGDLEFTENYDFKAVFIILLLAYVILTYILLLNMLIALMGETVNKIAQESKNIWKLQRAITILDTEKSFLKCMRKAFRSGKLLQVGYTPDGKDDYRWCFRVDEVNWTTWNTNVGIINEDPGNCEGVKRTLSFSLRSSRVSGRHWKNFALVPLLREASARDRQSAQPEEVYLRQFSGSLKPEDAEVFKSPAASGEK
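Fluo-8 calcium influx in TRPV1-expressing cells, kinetic read (ex 480/em 520 nm). Compound added and read 3 min for agonist activity, followed by capsaicin at EC20 final and 2 min further read for enhancement.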
The depositor's hits bear a star; i = inactive; ? = inconclusive; nt = no result given; [ ] = another dose, or the depositor's remark. Unless noted, the call rests on the fitted dose curve; in most records, active means well fitted curve in the direction sought with a large enough effect; inconclusive means small, poorly fitted or top-dose-only effect, or another doubt; inactive means no such curve, though single readings can be large; an effect the other way counts as inactive or inconclusive.

SMILES	a7 integrin act	S-ASM inh	USP2a block	B2AR arrestin	BRCA1 expr up	p53 reactivator	TSG101-PTAP inh	ELG1 genotoxic	Eya2 phos inh	uPA surface inh	TRPV1 ag
CSCCC(NC(C)=O)C(=O)Oc1ccc2c3c(c(=O)oc2c1)CCCC3 (stereo not given)	-1%	i	8%	-0.2%	8%	9%	-7%	2%	-1%	nt	-6
O=C(O)c1sccc1S(=O)(=O)N1CCN(c2ccc(C(F)(F)F)cn2)CC1	27%	5%	8%	-0.6%	-16%	-2%	-8%	0%	-10%	3%	-1
CCN(C[C@H]1N[C@@](C)(C(=O)OC)[C@H]2C(=O)N(C)C(=O)[C@@H]12)S(=O)(=O)c1ccc(C(F)(F)F)cc1	23%	-1%	4%	-1.6%	26%	6%	-1%	0%	6%	11%	nt
CC(C)NCc1cccc([N+](=O)[O-])c1	-4%	0%	0%	-0.4%	1%	0%	0%	17%	5%	-4%	-4
O=C(O)CCSCc1ccccc1F	13%	0%	1%	-0.1%	-3%	4%	0%	2%	5%	-4%	3
CCOC(=O)CSc1nnc([C@H](C)NC(=O)OC(C)(C)C)o1	18%	1%	0%	-0.2%	-24%	-4%	0%	0%	5%	8%	-1
CC1CC(C)CN(C(=O)C(C)N(C)CC(=O)Nc2ccc(Cl)cc2)C1 (stereo not given)	6%	3%	2%	-0.6%	-22%	1%	-4%	-10%	-9%	-3%	10
Cc1cc([N+](=O)[O-])c2[nH]c(C(=O)N/N=C/c3ccccc3C(=O)O)c(-c3ccccc3)c2c1	-19%	-7%	1%	0.3%	-84%	1%	-6%	-6%	-7%	nt	-2
Cc1cc(C(C)(C)C)cc(S(=O)(=O)Nc2ccc(C(=O)O)cc2)c1C	1%	0%	5%	0.4%	-19%	-1%	-3%	2%	10%	-4%	0
O=[N+]([O-])/C=C\c1ccc(N2CCOCC2)cc1	-64%[inhibitor]	0%	nt	nt	-44%	nt	-5%	nt	nt	8.9µM*	nt
Cc1sc2ncn(CC(=O)NCc3ccccn3)c(=O)c2c1S(=O)(=O)N1CCOCC1	-12%	-1%	0%	-0.5%	-6%	9%	-3%	3%	6%	1%	0
CNC[C@H](Cc1cccc2ccccc12)NC[C@H](CCSC)NCC1CCC(C(C)(C)C)CC1 (stereo not given in full)	nt	nt	6%	0.0%	nt	-1%	nt	-2%	12%	nt	nt
CCN1C(=O)CS/C1=N\S(=O)(=O)c1ccc(C)cc1	11%	3%	-1%	0.5%	-2%	23%	-2%	7%	1%	6%	1
S=c1[nH]c2cnc(Cl)nc2[nH]1	28%	6%	nt	nt	-11%	nt	-6%	nt	nt	3%	nt
COc1cc(OC)c2c(-c3ccccc3)cc(=O)oc2c1C(CC(=O)N1CCOCC1)c1ccc2c(c1)OCO2 (stereo not given)	8%	6%	4%	-0.2%	0%	-6%	nt	1%	-7%	-16%	3
CN1C(=O)C(O)(CC(=O)c2ccc(F)cc2)c2cc(Br)ccc21 (stereo not given)	-22%	-4%	0%	-0.3%	-41%	3%	-12%	0%	13%	?	4
COc1ccc(-c2cc(N)n(S(=O)(=O)c3c(F)c(F)c(F)c(F)c3F)n2)cc1OC	-69%[inhibitor][7.66 µM]	-1%	-2%	-0.1%	-104%[inhibitor]	-32%[inhibitor]	-1%	13%	8%	nt	0
CCCCNC(=S)Nc1ccccc1Cc1ccccc1	?	1%	-1%	0.5%	-24%	-4%	-1%	-4%	4%	5%	?
CCOC(=O)c1c(C)oc(NC(=O)COc2ccc(Cl)cc2C)c1C#N	-8%	-17%	-12%	0.4%	-36%	0%	-8%	3%	0%	2%	1
Cc1ccc2c(COC(=O)CC3Sc4ccccc4NC3=O)cc(=O)oc2c1C (stereo not given)	-5%	-3%	4%	-0.1%	7%	17%	1%	-1%	5%	4%	4
O=C(O)/C=C\C(=O)Nc1ccc(N2CCN(c3ccc(Cl)cc3)CC2)cc1	-4%	-8%	2%	-1.0%	0%	3%	-1%	-1%	-6%	-2%	1
CCOC(=O)[C@H]1[C@H]2COc3ccc(OC)cc3[C@@H]2N2C(=O)CN(C)C(=O)[C@@]12C	-3%	5%	0%	0.4%	0%	-8%	-6%	2%	2%	1%	3
CCn1c(CNC(=O)C(C)(C)C)nc2ccccc21	19%	0%	-2%	-0.1%	7%	-2%	1%	-1%	22%	-8%	1
C=CCNc1nc(-c2cccs2)c(CC(=O)O)s1	-11%	45%[activator]	-3%	-0.5%	23%	8%	1%	-1%	-1%	-1%	-1
COc1ccc(C2CC(c3ccc(Br)cc3)Nc3nc(N)nn32)cc1 (stereo not given)	?	-2%	-6%	0.0%	-19%	-5%	-3%	-5%	-3%	1%	-1
Cc1c(CCOC(=O)c2cc([N+](=O)[O-])cc([N+](=O)[O-])c2)sc[n+]1CC(=O)c1ccc(Br)cc1	-1%	-8%	-17%	0.0%	-11%	-8%	-1%	-7%	-5%	-5%	3
Cc1ccc(N2C(=O)N(CC(=O)NCc3ccccc3Cl)C(=O)C2C)cc1 (stereo not given)	12%	3%	4%	-0.2%	8%	-1%	-3%	0%	-2%	4%	?
S=C(NCC1CCCO1)Nc1ccccc1Cl (stereo not given)	-26%	2%	2%	-0.5%	-10%	7%	1%	1%	-9%	-6%	-2
COc1ccccc1CNC(=O)CCn1c(=O)sc2ccccc21	14%	1%	5%	3.1%	-13%	-7%	-2%	0%	1%	3%	9
CCN(CC)c1ncnc2c1cnn2Cc1ccc(Cl)cc1	0%	3%	-7%	-1.5%	-13%	-3%	-1%	-7%	-1%	5%	4
CCOC(=O)N1CCN(CC(=O)Nc2cc(OC)c(OC)cc2C#N)CC1	-8%	4%	5%	-1.3%	1%	3%	0%	-14%	5%	8%	-1
COc1ccc(NC(=O)c2cc3ccccc3o/c2=N\NS(=O)(=O)c2ccc(C)cc2)cc1	28%	-4%	3%	-0.4%	5µM*	?	-1%	?	-5%	-6%	-1
Cc1cc(C)c(S(=O)(=O)Nc2ccc[nH]c2=O)c(C)c1	-16%	-5%	-1%	-0.4%	-8%	-7%	-4%	-1%	-33%	-4%	1
COc1ccc(S(=O)(=O)CCC(=O)Nc2ccc(OC)cc2OC)cc1	6%	2%	2%	-0.9%	9%	13%	-3%	-3%	3%	nt	-4
Cc1cccc(-c2c3c(nc4c2c(=O)n(C)c(=O)n4C)-c2ccccc2C3O)c1 (stereo not given)	-12%	-3%	nt	nt	-1%	nt	-1%	nt	nt	4%	nt
CCOC(=O)C1CCCN(c2c(NCCN(C)Cc3ccccc3)c(=O)c2=O)C1 (stereo not given)	20%	-2%	2%	0.0%	2%	5%	-7%	1%	-9%	5%	0
Cc1ccc(C)c(S(=O)(=O)N(C)C2(C)CCS(=O)(=O)C2)c1 (stereo not given)	12%	4%	-1%	0.1%	-15%	6%	1%	2%	6%	2%	0
CSc1ccc(/C=N/n2c(C)cc(C)cc2=O)cc1	0%	2%	2%	0.4%	10µM*	29%	-6%	10µM*	-8%	-3%	2
CCOC(=O)c1ccc(N2C(=O)CC(N3CCC(C(N)=O)(N4CCCCC4)CC3)C2=O)cc1 (stereo not given)	-12%	2%	2%	-0.6%	-16%	-4%	-7%	1%	-4%	6%	1
CCCCCCSc1nc(O)c(C2OC(=O)c3c2ccc(OC)c3OC)c(=O)n1CC (stereo not given)	10%	-6%	0%	0.5%	-9%	-3%	-12%	-4%	0%	-5%	3
Cc1ccc(S(=O)(=O)N2CCCN(S(=O)(=O)c3ccc(C(F)(F)F)cc3)CC2)cc1	-4%	-1%	1%	-0.1%	-34%	17%	nt	10%	-10%	-4%	0
CCOC(=O)CCc1c(C)c2ccc3c(c2oc1=O)CN(CCCO)CO3	3%	i	5%	-0.2%	-22%	-5%	-2%	-1%	-6%	2%	-4
CC(NC(=O)c1ccc(CS(C)(=O)=O)cc1)C1CC2CCC1C2 (stereo not given)	0%	0%	2%	-0.3%	-6%	-1%	2%	0%	0%	4%	3
CCn1c(C)c(C)c2cc(C(=O)NC3CCCCCC3)ccc21	-11%	-10%	1%	0.0%	28%	23%	0%	9%	-2%	0%	?
Oc1cccc(-c2nc3ccccc3s2)c1	2%	0%	1%	-0.2%	-58%	?	-5%	1.5µM*	-21%	-7%	-2
